Compound activity deposited in PubChem by several laboratories.
Exocytosis inh: blocks lytic granule exocytosis; inhibition, % at 10 µM; TALL-104 LAMP-1 surface exposure, flow cytometry; cells stimulated with thapsigargin and PMA; AID 651702; hit rate 0.66% among 360,000;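 active = inhibition above about 55%, limit read from the data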
MC4R antag cAMP: human MC4R antagonism in cAMP assay. hit rate 0.48% among 360,000. inhibition, % at 6.5 µM. MC4R-expressing cells, MTII-stimulated cAMP, LANCE TR-FRET;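 active = inhibition above its plate's cutoff, the mean of tested wells on that plate plus 3 SD, cut at about 29% in these data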;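 also: 0% = Melanotan II alone and 100% = Melanotan II plus saturating MCL0020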
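material = U2OS cells stably expressing human melanocortin 4 receptor (MC4R) | also added = Melanotan II challenge | dosing = single nominal compound dose of 6.5 µM | detection = TR-FRET with Eu-cAMP and labeled anti-cAMP, 671 nm | replication = singlicate | timing = compound 30 min, challenge 1 h, detection 1 h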
N-glyco inh: blocks N-linked glycosylation in D54 reporter cells; D54 ERlucT glycosylation luciferase reporter, 24 h; percent of 100 nM tunicamycin response; reporter increase, % at 12.5 µM; hit rate 0.23% among 360,000; AID 588692;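 active = mean luciferase reporter signal, scaled so untreated is 0 and the glycosylation-blocking control 100, at or above a set limit in every replicate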;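 also: luciferase carries N-glycosylation sites so blocking glycosylation raises the light; 0% = median of neutral control wells and 100% = median of 100 nM tunicamycin wells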
Vif inh: inhibitors of HIV Vif; inhibition, % at 7.49 µM; HEK293T cells, Vif self-association by quenched fluorescence, imaging, 24 h; hit rate 0.35% among 340,000; in the data active = inhibition above about 50%, passing the limit was not always enough; also: some results filed as inactive read as strong as hits
MC4R ag barr: activates human MC4R beta-arrestin recruitment; U2OS MC4R beta-arrestin complementation, luminescence; percent of melanotan II response, DMSO zero; P32245; hit rate 0.98% among 360,000; activation, % at 8.9 µM;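 active = activation above a per-plate cutoff, the mean activation of sample wells on that plate plus 3 SD, cut at about 8% in these data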
NOD2 RIPK2 PPI: blocks binding of human NOD2 to RIPK2; CHO BLA complementation NOD2-RIPK2, CCF4 ratio; hit rate 0.38% among 360,000; AID 624267; O43353; inhibition, % at 4.98 µM; in the data active = inhibition above about 21%;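 also: 0% = vehicle only and 100% = reference blocker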
TLR9-MyD88 block: inhibitors of human TLR9-MyD88 binding | inhibition, % at 4.98 µM | hit rate 0.21% among 340,000 | AID 504734 | Q9NR96+Q99836 | CHO BLA complementation TLR9-MyD88, CCF4 FRET ratio;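 active = inhibition above the mean over all tested compounds plus 3 SD, cut at about 21% in these data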;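 also: 0% = DMSO only wells and 100% = clavulanate BLA inhibitor control wells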
ABCB6 inh MLPCN: blocks the human ABCB6 transporter; Q9NP58; K562-ABCB6 porphyrin accumulation, flow cytometry, 1 h; active compounds read low; fluorescence ratio to DMSO, % at 10 µM; hit rate 0.19% among 360,000;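 active = fluorescence ratio to DMSO below 75%, the collection mean minus 3 SD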;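 also: signal is porphyrin accumulated inside mitochondria; 100% equals median channel fluorescence of DMSO control wells; lower ratio means ABCB6 inhibition with less porphyrin fluorescence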
aDG glyco act: increases alpha dystroglycan glycosylation. activation, % at 10 µM. Pro5-aDG cells, alpha-DG glycosylation AlphaScreen (IIH6); 0% Pro5, 100% B10-LARGE cell signal. hit rate 0.22% among 360,000;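 active = activation of at least 8% versus controls, or a plate z-score of at least 8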;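 also: Pro5 are CHO cells carrying HIG-tagged alpha-DG that lacks glycosylation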
ABHD5 PLIN5 PPI: blocks binding of human ABHD5 to perilipin-5; AID 602281; hit rate 0.78% among 360,000; Q00G26+Q8WTS1; Split G. princeps luciferase complementation, luminescence, 4 h; inhibition, % at 4 µM;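 active = inhibition above the mean inhibition across every tested compound plus 3 SD, cut at about 22% in these data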;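 also: 0% = DMSO only wells and the 100% control is not disclosed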
Target sequence (Q00G26 whole entry, looked up): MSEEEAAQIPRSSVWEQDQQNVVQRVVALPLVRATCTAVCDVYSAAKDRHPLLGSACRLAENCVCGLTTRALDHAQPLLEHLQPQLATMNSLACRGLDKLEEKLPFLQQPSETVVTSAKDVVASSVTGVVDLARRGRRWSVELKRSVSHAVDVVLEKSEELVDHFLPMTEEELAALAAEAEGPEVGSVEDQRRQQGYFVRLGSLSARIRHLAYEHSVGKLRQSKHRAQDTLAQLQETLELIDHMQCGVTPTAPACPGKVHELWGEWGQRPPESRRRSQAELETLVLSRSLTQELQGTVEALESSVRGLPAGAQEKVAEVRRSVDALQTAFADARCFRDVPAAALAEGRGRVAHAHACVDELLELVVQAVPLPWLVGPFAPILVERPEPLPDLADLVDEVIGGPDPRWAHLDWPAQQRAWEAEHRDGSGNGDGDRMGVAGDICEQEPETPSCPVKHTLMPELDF
Target sequence (Q8WTS1 whole entry, looked up): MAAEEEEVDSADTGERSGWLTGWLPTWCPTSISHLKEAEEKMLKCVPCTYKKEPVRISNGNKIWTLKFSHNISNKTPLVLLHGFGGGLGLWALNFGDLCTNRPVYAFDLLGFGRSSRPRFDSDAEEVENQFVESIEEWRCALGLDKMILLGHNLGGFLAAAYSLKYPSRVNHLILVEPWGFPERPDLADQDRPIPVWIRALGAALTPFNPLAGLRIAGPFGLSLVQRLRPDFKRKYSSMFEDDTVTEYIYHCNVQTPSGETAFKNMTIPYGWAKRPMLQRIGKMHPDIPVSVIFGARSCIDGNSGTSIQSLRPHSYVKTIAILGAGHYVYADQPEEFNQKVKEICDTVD
The depositor's hits bear a star; x = no result given. This is a subset, so the mix of outcomes need not match the whole.

SMILES | Exocytosis inh | MC4R antag cAMP | N-glyco inh | Vif inh | MC4R ag barr | NOD2 RIPK2 PPI | TLR9-MyD88 block | ABCB6 inh MLPCN | aDG glyco act | ABHD5 PLIN5 PPI
NCCCCCNC(=O)/C=N\O | -2 | -1 | 0 | -10 | -0.2 | -6 | 1 | 94 | -0.3 | -5
Cc1ccc(C2(c3ccc(C)cc3)NC(=O)N(CC(N)=O)C2=O)cc1 | -8 | 9 | -2 | -16 | -0.5 | 6 | -1 | 92 | 0.0 | 8
COc1ccc(Cl)cc1NC(=O)CN(C)Cc1ccc(OC)c(OC)c1 | -8 | 5 | -3 | -1 | -2.4 | -1 | -7 | 99 | 0.4 | -2
CC1(OC(=O)C2CCCC2)C(=O)C=C2C=C(c3ccsc3)N(CCc3c[nH]c4ccccc34)C=C2C1=O (stereo not given) | 0 | 4 | -1 | x | -0.2 | 4 | -8 | 96 | 0.0 | -21
Cc1n[nH]c(=O)c2c(NC(=O)COC(=O)COc3cccc(Br)c3)oc(C)c12 | 4 | 12 | 1 | 4 | -3.5 | 5 | 2 | 98 | -0.1 | 0
Cc1ccccc1-c1cc2nc(NCc3ccc4occc4c3)n(C)c(=O)c2s1 | 8 | 5 | -2 | -21 | -0.6 | -6 | x | 96 | 0.4 | -2
Cc1cccc(-n2cc[nH]c2=S)c1 | -1 | 19 | -1 | -1 | 1.9 | -6 | -2 | 102 | -0.1 | 2
O=C(Nc1ccccc1C(=O)N1CCOCC1)c1noc2c1CCCC2 | -2 | 10 | 0 | 4 | -2.8 | 6 | 8 | 101 | -0.1 | -3
O=C(Nc1ncc(Cc2cccc(Cl)c2Cl)s1)c1ccc([N+](=O)[O-])cc1 | 1 | 5 | 1 | 3 | 1.5 | 1 | -2 | 96 | 1.0 | -1
Nc1nc2c(ncn2[C@@H]2O[C@H](CNC(=O)[C@H](N)Cc3cncn3COCc3ccccc3)[C@@H](O)[C@H]2O)c(=O)[nH]1 | 0 | x | 0 | x | x | 4 | x | 94 | -0.2 | -3
COc1ccc(-c2[nH]ncc2CN2CCN(Cc3cccs3)CC2)c(F)c1 | -13 | 17 | -1 | -1 | -0.7 | -7 | -16 | 103 | 0.5 | -3
O=C1c2ccc(-c3nc4ccccc4o3)cc2C(=O)N1Cc1ccccc1 | 4 | 1 | -4 | 18 | -0.7 | 2 | 1 | 102 | -0.2 | -3
CC(=O)OC(COC1C[C@@H]2CC[C@@]1(C)C2(C)C)C[N+]1(C)CCCCC1 (stereo not given in full) | -2 | 7 | 4 | -1 | -0.6 | -12 | -3 | 94 | -0.1 | 0
O=S(=O)(Nc1ccc(C(F)(F)F)cn1)c1ccccc1 | -1 | 4 | 1 | -5 | 0.6 | 1 | 2 | 100 | 0.0 | 4
CCOC(=O)c1ccc(NC(=O)c2cccc(S(=O)(=O)N3c4ccccc4CC3C)c2)s1 (stereo not given) | 0 | 25 | -13 | 6 | 2.0 | -2 | 3 | 98 | 0.1 | 0
Cn1cnc([N+](=O)[O-])c1Sc1nc(N)nc2c1ncn2C1OC(CO)C(O)C1O (stereo not given) | 14 | -3 | 18 | 4 | -0.9 | 3 | -16 | 98 | 0.4 | 0
CCCCNCc1cc(OCC)c(OCC(N)=O)cc1Br | -1 | 11 | -4 | 9 | 2.5 | 0 | -10 | 99 | -0.1 | -5
CCS(=O)(=O)c1ccc(O)c(NC(=O)CCCC(=O)O)c1 | -3 | 9 | 2 | 5 | 0.8 | 4 | 4 | 97 | 0.0 | -4
COC(=O)c1cc(S(=O)(=O)NC2CCC(C)CC2)cn1C (stereo not given) | -9 | 13 | -1 | 2 | -1.6 | -3 | -9 | 99 | 0.2 | -7
COc1ccc(O)c(C2(O)C(=O)c3ccccc3C2=O)c1 | -1 | 8 | 0 | x | -1.6 | -9 | -6 | 97 | -0.1 | 1

Record cards (already shown). Screens in order: Exocytosis inh | MC4R antag cAMP | N-glyco inh | Vif inh | MC4R ag barr | NOD2 RIPK2 PPI | TLR9-MyD88 block | ABCB6 inh MLPCN | aDG glyco act | ABHD5 PLIN5 PPI
`O=C(Nc1ncc(Cc2cccc(Cl)c2Cl)s1)c1ccc([N+](=O)[O-])cc1` is listed as 1 | 5 | 1 | 3 | 1.5 | 1 | -2 | 96 | 1.0 | -1
`Nc1nc2c(ncn2[C@@H]2O[C@H](CNC(=O)[C@H](N)Cc3cncn3COCc3ccccc3)[C@@H](O)[C@H]2O)c(=O)[nH]1` is listed as 0 | x | 0 | x | x | 4 | x | 94 | -0.2 | -3

More structures follow:
SMILES | Exocytosis inh | MC4R antag cAMP | N-glyco inh | Vif inh | MC4R ag barr | NOD2 RIPK2 PPI | TLR9-MyD88 block | ABCB6 inh MLPCN | aDG glyco act | ABHD5 PLIN5 PPI
CC(NC(=O)COc1ccccc1F)C1CC2CCC1C2 (stereo not given) | 0 | 9 | -2 | 3 | 0.3 | -9 | 2 | 93 | 0.0 | -1
CCC/C=C1/CCCOC(C(=O)NCCN2CCOCC2)(C(F)(F)F)C1 (stereo not given) | -13 | -1 | 4 | -2 | -1.8 | 10 | 6 | 100 | -0.1 | -2
O=S(=O)(CCNCc1ccccc1)NC1CCCCC1 | -4 | -4 | -3 | -7 | 0.2 | -8 | -5 | 95 | 0.3 | 5
CC(C)Cc1nc(N2CCN(C(=O)c3ccccc3)CC2)c(C#N)c2c1CCC2 | 1 | 14 | -2 | -2 | 1.1 | -4 | -15 | 92 | 0.4 | -2
CC(=O)Nc1ccc(NC(=O)c2ccccc2N(C)S(=O)(=O)c2ccc(C)cc2)cc1 | 7 | 0 | 0 | 2 | 0.1 | -10 | -11 | 95 | -0.1 | 6
Cc1ccc(Cn2c(C(C)Nc3nc(-c4ccc(Cl)c([N+](=O)[O-])c4)cs3)nc3cc(C(F)(F)F)ccc32)cc1 (stereo not given) | 7 | 0 | -8 | -5 | -0.7 | 0 | -5 | 93 | -0.1 | -2
S=C(NCCc1ccc(Cl)cc1)NC1CCCC1 | 19 | 6 | 0 | 27 | -1.2 | -1 | -5 | 96 | 2.6 | -5
Cc1cccc(NS(=O)(=O)c2cccc([N+](=O)[O-])c2)n1 | 0 | 9 | 3 | 10 | -3.4 | -15 | 1 | 107 | 0.2 | 6
COc1ccc(-c2nc(CS(=O)(=O)CC(=O)Nc3ccc(Cl)cc3)c(C)o2)cc1 | 9 | 2 | 3 | -8 | 3.6 | -2 | 0 | 96 | 0.3 | 2
Cc1noc(C)c1/C=N/Nc1ccc2ccccc2n1 | 0 | -3 | -7 | -1 | 8.2 | -5 | -1 | 101 | 0.2 | -1
CSc1ccccc1C(=O)N1CCN(c2ncccn2)CC1 | -4 | 10 | 2 | -1 | -3.0 | -2 | -1 | 101 | 0.7 | -3
O=S(=O)(Nc1ccccc1Cl)c1ccc(-c2ccccn2)s1 | 7 | 15 | 3 | 4 | -2.0 | -6 | -17 | 97 | 0.0 | -1
CCOC(=O)C[C@H]1c2ccccc2S(=O)(=O)N1c1cccc(OC)c1 | -11 | 11 | 3 | -1 | -0.3 | 0 | 5 | 99 | 0.0 | -2
C[C@@H]1Cn2cnc(C(=O)NCC(=O)OC(C)(C)C)c2C(=O)N1 | -2 | 1 | 2 | -17 | -0.7 | -1 | 1 | 95 | -0.1 | -5
CC1=C(C(=O)Nc2ccc(C(=O)NCCCN3CCCCC3C)cc2)SCCO1 (stereo not given) | 1 | 2 | 0 | 6 | -1.6 | -3 | 2 | 118 | -0.2 | 1
Cc1ccc(CNC(=O)c2ccccc2NS(C)(=O)=O)cc1 | 1 | 1 | -1 | 1 | -2.0 | -2 | -1 | 98 | -0.2 | 0
CNC(=S)N1CCN(C(c2ccccc2)c2ccccc2)CC1 | -3 | 7 | 1 | 9 | 0.3 | 10 | 1 | 94 | 0.0 | -4
O=C(NCc1cccs1)C1CCC(=O)N(Cc2cccc(C(F)(F)F)c2)C1 (stereo not given) | 2 | 1 | 1 | 4 | 0.4 | -22 | -3 | 98 | -0.1 | 8
COc1cc(CN2CCN(c3ccccc3F)CC2)cc(OC)c1O | 2 | -1 | 0 | 8 | 0.0 | 8 | 2 | 100 | 0.1 | 5
COc1cc(/C=N/NC(=O)c2cccc(S(=O)(=O)N3CCCCC3)c2)cc(Br)c1O | -1 | 7 | 0 | -12 | -1.4 | -19 | 11 | 96 | -0.1 | -1
COc1cccc(CN(CCC(=O)O)Cc2cccc(OC)c2)c1 | 1 | 3 | -2 | -8 | -0.6 | 8 | 5 | 102 | 0.2 | 3
CC[C@@]12C(=O)N(c3ccccc3)C(=O)N1[C@H](c1ccc(Br)cc1)[C@@H]1C(=O)N(C(C)(C)C)C(=O)[C@@H]12 | 8 | 4 | -1 | -5 | 0.7 | 4 | 1 | 98 | 0.2 | 9
N#C/C(=C\c1c[nH]c2ccccc12)C(=O)NCC1CCCO1 (stereo not given) | -2 | -4 | 2 | -3 | -2.6 | -6 | 0 | 101 | -0.1 | -1
O=C(CCC(=O)N(c1cccc(F)c1)C(C(=O)NC1CCCC1)c1ccncc1)Nc1cccnc1 (stereo not given) | -6 | -7 | 1 | 13 | -1.2 | 4 | -11 | 91 | 0.0 | -3
CS(=O)(=O)c1ccccc1C(=O)Nc1ccc(S(=O)(=O)N2CCCC2)cc1 | 5 | 12 | 1 | 25 | -1.2 | 3 | 9 | 103 | 0.0 | 5
CCN1CCCC1CNC(=O)c1cc2c(=O)n(C)c3ccccc3c2n1C (stereo not given) | 0 | -5 | 4 | 14 | -0.7 | -4 | -1 | 101 | 0.2 | 4
CCOC(=O)c1ccc(NC(=O)CCC(CC)C(=O)O)cc1 (stereo not given) | -2 | 1 | 0 | 9 | 0.0 | -10 | 0 | 101 | -0.2 | 3
COc1cccc(/C=N/Nc2ccc(C(=O)O)cc2)c1O | -6 | -1 | -20 | 4 | -2.5 | -13 | 14 | 103 | 0.5 | -4
COc1ccc(/C=C/C(=O)OCC(=O)Nc2ncc(Cl)cc2Cl)cc1 | 8 | 1 | 4 | -3 | -0.6 | 3 | 2 | 88 | 0.0 | -3
CC(=O)Nc1ccc(NC(=O)c2ccccc2S(=O)(=O)c2ccc([N+](=O)[O-])cc2)cc1 | -2 | 2 | 1 | -5 | -2.3 | -5 | 0 | 100 | -0.1 | -1
CCCS(=O)(=O)N1CCN(Cc2ccco2)CC1 | 2 | 10 | 2 | 2 | -1.4 | -6 | 8 | 99 | 0.0 | 17
COc1ccc(/C=C(\C#N)C(=O)OCC(=O)Nc2ccc(C(C)(C)C)cc2)cc1 | -5 | 7 | 0 | 1 | -3.0 | 6 | 2 | 99 | -0.1 | 0
Cc1nc(CN(C)C(=O)CC2C(=O)NCCN2Cc2ccc(-c3ccccc3)cc2)cs1 (stereo not given) | -12 | 5 | 0 | -16 | -0.8 | -2 | -1 | 93 | -0.1 | 5
COc1ccc(CC2(CO)CCN(CC3=Cc4cc(Cl)ccc4OC3)CC2)cc1 | 20 | -3 | -5 | 11 | 2.3 | 6 | -5 | 100 | 13* | 7
Cc1oc2ccc(O)c(CN3CCOCC3)c2c1C(C)O (stereo not given) | 3 | 4 | 1 | 7 | -1.8 | -11 | 4 | 97 | 0.2 | -1
COC(=O)c1cc(S(=O)(=O)N2CCOCC2)c(N2CCOCC2)cc1N1CCOCC1 | 1 | 11 | -1 | -4 | -2.0 | -3 | -1 | 93 | 0.1 | 12
